Source: PubChem (several laboratories)
PPC-1+TRAIL kill: compounds killing PPC-1 cancer cells with TRAIL present, primary screen, TRAIL potentiator project, ATPLite luminescence, uHTS | PPC-1 cells + TRAIL, ATPLite viability luminescence | 220,000 tested, 0.41% active | cell killing (% activity), % at 4 µM | AID 1443, 2008;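 active = cell killing above 50% in the first pass at 4 µM, then a duplicate retest at 5 µM averaging 50% or more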;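 also: plate controls were cells with TRAIL plus DMSO for no effect and medium-only wells lacking cells for full effect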
zfTRPN1 agonist: zebrafish TRPN1 channel agonists, primary screen, cell-based, HEK293, calcium fluorescence; HEK293 zebrafish TRPN1-YFP, Fluo-8 calcium fluorescence; 100% = response to 87 µM carbachol; activation, % at 3 µM; 220,000 tested, 0.18% active; AID 1424, 2008;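 active = activation above its plate's cutoff, the mean activation of test wells on that plate plus 3 SD, cut at about 19% in these data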;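 also: 0% = DMSO alone and 100% = 87 µM carbachol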
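System: zebrafish TRPN1-YFP in HEK293 cells / Dosing: 3 µM single point / Timing: dye loading 1 h at 37 °C, then 30 min room temperature / Signal: Fluo-8 calcium fluorescence, excitation 470-495 nm, emission 515-575 nm / Read-out basis: percent activation from peak over basal fluorescence ratio, control-normalized / Control set: high carbachol 87 µM, low DMSO alone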
Wee1 stabilizer: Wee1 degradation inhibitors, primary screen, cell-based, HeLa, Wee1K328M-luciferase, luminescence; 220,000 tested, 1.2% active; reporter increase, % at 5 µM; HeLa Luc-Wee1K328M stability; 100% = proteasome inhibitor MG132 effect; Wee1-like protein kinase (Homo sapiens), P30291;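 active = activation above the mean of all tested compounds plus 3 SD, set per screening run, cut at about 8.8% in these data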;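 also: cells exposed to compound for 20 h before luminescence read; 0% = DMSO alone and 100% = MG132 at 30 µM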
TNF necrop inh: inhibitors of TNF-alpha triggered necroptosis, primary screen, cell-based, Jurkat FADD-/-, single concentration; Jurkat FADD-/- TNF necroptosis rescue, ATP luminescence, 24 h; 0 = TNF only, 100 = no-TNF cells; activation (protection from cell death), % at 10 µM; 220,000 tested, 0.068% active;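 active = activation, meaning protection from cell death, of at least 50% relative to plate controls; inactive = activation below 50%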;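 also: necroptosis triggered by 40 ng/mL TNF-alpha added together with compound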
CHOP inh: inhibitors of CHOP promoter induction, primary screen, cell-based, unfolded protein response, luciferase reporter; CHO-K1 CHOP-promoter luciferase, tunicamycin-induced, 15-18 h; 220,000 tested, 3.8% active; inhibition, % at 10 µM; AID 2732, 2010;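 active = compounds that reduced the stress-induced luciferase reporter signal by more than about 70% of percent inhibition, limit read from the data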;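 also: 0% = tunicamycin plus vehicle and 100% = wells without tunicamycin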
RBBP9 inh: human RBBP9 inhibitors, primary screen, biochemical, fluorescence polarization, FP-Rh probe, HTS | Serine hydrolase RBBP9 (Homo sapiens), O75884 | recombinant RBBP9 | inhibition, % at 7.94 µM | 220,000 tested, 0.2% active | AID 1515, 2009;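 active = inhibition above the campaign mean of all tested compounds plus 3 SD, cut at about 14% in these data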;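 also: plate controls were DMSO wells with RBBP9 for no effect and wells lacking RBBP9 protein for full effect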
Target sequence (O75884 whole entry, looked up): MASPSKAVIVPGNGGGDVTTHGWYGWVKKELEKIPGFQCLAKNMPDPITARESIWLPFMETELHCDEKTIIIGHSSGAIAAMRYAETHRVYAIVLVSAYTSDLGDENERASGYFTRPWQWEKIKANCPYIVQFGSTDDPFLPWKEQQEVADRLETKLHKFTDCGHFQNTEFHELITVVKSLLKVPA
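System: RBBP9 protein | Quantity: 2.5 µM RBBP9 dispensing solution, before mixing | Reagent: FP-Rh probe, 375 nM dispensing solution | Timing: Enzyme-compound preincubation 30 min, then probe labeling 45 min, 25 °C | Measured by: Fluorescence polarization | Read-out: % inhibition | Replication: One well per compound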
BaF3 parental: parental Ba/F3 cell viability inhibition, counter-screen for JAK2V617F inhibitor project, murine pro-B, CellTiter-Glo luminescence; CellTiter-Glo ATP luminescence; inhibition, % at 5.6 µM; 220,000 tested, 1.1% active; AID 1486, 2009;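 active = inhibition above a per-campaign cutoff, the mean inhibition of all tested compounds plus 3 SD, cut at about 27% in these data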;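 also: 0% = DMSO wells and 100% = JAK Inhibitor I control wells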
Ba/F3 V617F tox: reduced viability of JAK2V617F-dependent Ba/F3 cells, primary screen, JAK2V617F inhibitor project, cell-based, Ba/F3 EpoR-JAK2V617F, luminescence; ATP luminescence; 220,000 tested, 1.1% active; inhibition, % at 5.6 µM;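 active = inhibition above the campaign mean plus 3 SD over all tested compounds, cut at about 24% in these data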;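 also: cytokine-independent growth of Ba/F3 cells driven by EpoR plus mutant JAK2; 0% = DMSO-treated cells and 100% = JAK inhibitor I control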
TRPML3 agonist: human TRPML3 channel agonists, primary screen, cell-based, HEK293 TRPML3-YFP, Fluo-8 calcium fluorescence, 3 µM; Mucolipin-3 (Homo sapiens), Q8TDD5; 100% = the carbachol control signal; activation, % at 3 µM; 220,000 tested, 0.29% active;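 active = activation above its plate's cutoff, the mean activation of the plate's test wells plus 3 SD, cut at about 12% in these data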;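 also: 0% = DMSO only wells and 100% = carbachol wells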
Target sequence (Q8TDD5 whole entry, looked up): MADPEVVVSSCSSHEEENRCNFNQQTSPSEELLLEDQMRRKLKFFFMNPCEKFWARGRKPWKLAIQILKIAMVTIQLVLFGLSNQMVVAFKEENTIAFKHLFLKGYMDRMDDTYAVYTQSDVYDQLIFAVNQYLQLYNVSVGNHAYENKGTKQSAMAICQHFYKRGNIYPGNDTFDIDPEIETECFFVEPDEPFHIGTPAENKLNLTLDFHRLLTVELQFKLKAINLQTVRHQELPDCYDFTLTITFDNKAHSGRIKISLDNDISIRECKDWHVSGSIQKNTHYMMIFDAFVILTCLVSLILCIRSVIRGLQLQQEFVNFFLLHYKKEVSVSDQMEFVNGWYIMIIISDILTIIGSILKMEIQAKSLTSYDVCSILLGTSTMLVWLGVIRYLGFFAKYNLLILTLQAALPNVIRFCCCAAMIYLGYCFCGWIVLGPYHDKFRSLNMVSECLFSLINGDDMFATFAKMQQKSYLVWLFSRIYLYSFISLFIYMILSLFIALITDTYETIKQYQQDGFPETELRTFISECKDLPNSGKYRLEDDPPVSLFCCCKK
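Material: TRPML3-YFP stable HEK293 cells | Dosing: One concentration, 3 µM nominal, 0.3% DMSO | Timing: 125 s total fluorescence read per well | Technique: Fluo-8 calcium dye fluorescence, ex 470-495, em 515-575 nm | Measure: Percent activation from peak-to-basal fluorescence ratio, scaled between DMSO and carbachol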
An asterisk follows results filed as active; . = no result given; [ ] = dose if it differs, or a comment.

SMILES	PPC-1+TRAIL kill	zfTRPN1 agonist	Wee1 stabilizer	TNF necrop inh	CHOP inh	RBBP9 inh	BaF3 parental	Ba/F3 V617F tox	TRPML3 agonist
O=C(/C=C/c1ccccc1Cl)Nn1cnc2ccccc2c1=O	-2	1.1	-1	1.2	23	-12	6	-1	0.9
COC(=O)C1=C(N)OC2=C(C(=O)CCC2)C1c1cccs1 (configuration not stated)	20	1.0	0	-3.2	-8	-3	0	-2	0.2
CC(/C=C/c1ccccc1)=N/NC(=O)C(O)c1ccccc1 (configuration not stated)	-3	0.0	8	2.0	21	-4	2	-2	0.0
Cc1ccc(-c2nnn(CC(=O)N(CC3CCCO3)C(C(=O)NC3CCCC3)c3ccc(O)cc3)n2)o1 (configuration not stated)	10	-0.6	10*	-0.1	3	-6	5	1	0.3
CNc1ccccc1C(C)(C)c1cc(-c2cc(C)cc(C)c2)no1	7	-1.1	-5	1.8	40	2	9	0	-0.4
O=C(ON=C1CCN(S(=O)(=O)c2ccccc2)CC1)c1ccc(F)cc1	-12	0.4	2	-2.9	14	-3	8	0	0.7
Cc1ccc2c(CC(=O)OCc3nc(N)nc(Nc4ccccc4C)n3)coc2c1	10	-1.5	-2	-1.9	62	8	1	1	-1.4
Cc1cc(C)c2cc(CN(CCO)Cc3nnnn3Cc3ccccc3)c(=O)[nH]c2c1	15	0.1	0	-0.6	-2	-3	8	1	-0.1
O=C(COC(=O)C1COc2ccccc2O1)NC(=O)Nc1ccc2c(c1)OCCO2 (configuration not stated)	18	0.7	0	0.0	33	-5	4	4	1.3
CCOC(=O)Cn1cnc2c(cnn2-c2ccc(Cl)cc2)c1=O	25	3.9	-1	-0.7	.	-7	0	-1	1.3
COC(=O)CCC(=O)Nc1cccc(Br)c1	9	-0.8	2	0.5	6	-8	1	-5	0.3
Cc1[nH]n2c(=O)c3c(nc2c1-c1cccc2ccccc12)CCC3	-1	-0.2	4	-4.0	11	-3	-1	0	-0.6
Cc1ccc(NC(=O)CN(C)CC(=O)Nc2ccccc2-c2ccccc2)cc1	1	-1.9	4	0.9	22	-1	6	1	-1.8
COc1ccc(NC(=O)Nc2nnc(N3CCC(C)CC3)s2)cc1OC	13	1.1	-2	1.3	4	-1	8	-2	1.2
CCC(C)NC(=O)CS(=O)(=O)Cc1nc(-c2cccc(OC)c2)oc1C (configuration not stated)	-2	1.5	-2	-0.1	24	0	2	-1	1.0
CCOc1ccc(NC(=O)CN(C)CC(=O)Nc2ccc(F)c(F)c2F)cc1OCC	-3	2.8	-1	1.0	38	8	-4	-3	0.3
COc1ccc(OC)c(NS(=O)(=O)c2ccc(NC(=O)c3ccc(NS(C)(=O)=O)cc3)cc2)c1	24	0.4	0	3.3	-17	-7	8	0	0.9
COc1ccc(C)cc1NC(=O)CN1CCN(S(=O)(=O)c2ccc(F)cc2)CC1	18	2.6	7	-1.5	17	-9	5	-2	0.6
Cc1ccc(-n2ncc3c(Nc4c(C)n(C)n(-c5ccccc5)c4=O)ncnc32)c(C)c1	4	0.4	-3	-0.5	51	-3	1	-4	-0.1
CC(=O)Nc1ccc(S(=O)(=O)Nc2nc3ccccc3nc2N2CCCC2)cc1	6	1.5	0	-2.6	-6	0	9	0	-0.1
CCOc1ccc(C(C(=O)NC2CCCCC2)N(C(=O)c2ccco2)c2ccc(-n3cnnn3)c(C)c2)cc1 (configuration not stated)	17	-0.2	6	-0.4	-13	-4	6	-1	0.5
Cn1c(NC(=O)c2ccco2)cc(=O)n(C)c1=O	-9	1.0	0	0.1	10	-5	2	-4	-0.1
CC(C)CCN=Cc1c(O)n(-c2ccccc2)c(=O)c2ccccc12	15	-1.4	0	0.4	45	5	6	0	0.1
Cc1noc(C)c1C(=O)N1CCC(Cc2ccccc2)CC1	-6	0.1	2	-0.5	18	-7	3	1	0.3
CC1CCN(C(=S)c2ccc(-c3ccc(Cl)cc3Cl)o2)CC1	-9	0.8	-1	0.4	-21	-6	8	0	-0.1
Cc1cc(C)nc(SCc2nnc(SCC(=O)Nc3ccc(C)c(C)c3)n2Cc2ccco2)n1	-4	-1.0	0	-5.6	21	-11	5	-1	-0.6
CCOc1ccc(C2C(C#N)=C(N)SC(N)=C2C#N)c(OCC)c1	10	0.9	4	-1.7	6	-17	0	2	0.1
COc1ccc(-c2nc(CCl)cs2)cc1	1[5 µM]	-0.1	12*	-8.7	-52	5	0	-3	-0.5
CN(NC(=O)c1ccc(Cl)cc1)c1cccc(Cl)n1	32	-0.3	1	5.1	20	0	0	2	-0.1
COc1cc(C(=S)N2CCCCC2)ccc1OCC(=O)Nc1ccccc1Cl	0	0.8	0	1.4	2	-6	8	-2	0.6
O=C(N/N=C/c1cc(Br)cc(Br)c1O)c1ccncc1	24	4.5	2	-9.4	58	-2	-5	4	4.0
CC1=CC2=NC(=O)/C(=C\c3cc(C)n(-c4ccccc4)c3C)C(=N)N2O1	-4	0.5	3	1.6	19	12	9	-1	1.0
Cc1cc(S(=O)(=O)Nc2c(C)ccc3nsnc23)ccc1F	-3	-0.6	3	-1.0	42	0	4	0	0.2
COCCCNC(=S)NNC(=S)NCCCOC	-12	-1.2	8	0.4	-15	-3	-5	7	-0.2
Cc1cccc(NC(=O)N2CCCC2C(=O)Nc2ccccc2)c1 (configuration not stated)	13	-1.1	0	0.2	7	0	2	-1	0.0
CCOc1ccc2[nH]c(=O)c(CN(CCN3CCCC3)C(=S)Nc3ccccc3OCC)cc2c1	-2	-0.7	-2	-16	9	2	3	-6	0.2
CCc1c(O)nc(SCC(=O)c2ccccc2)n(-c2ccccc2)c1=O	-5	1.6	3	0.6	-18	1	1	0	0.5
Cc1cccc(OCCn2c(-c3ccco3)nc3ccccc32)c1	12	-2.4	1	-0.8	24	-9	3	-3	-1.0
Cc1ccc(Nc2nc(Cl)c(C=O)s2)cc1	23	1.1	1	-3.1	-15	-5	-1	5	0.7
Cn1c(CSCc2ccccc2)nnc1SCC(=O)Nc1nccs1	2	4.7	-4	-0.9	14	-1	4	0	2.5
N#Cc1cc(C#N)c(N2CCN(c3ccccn3)CC2)nc1N	-11	3.0	1	-4.8	-19	-10	9	5	0.9
CCSc1nnc(NC(=O)C2C3CCC(C3)C2C(=O)O)s1 (configuration not stated)	33	1.8	-2	-1.0	-10	-2	9	1	1.2
Cc1ccc(-c2nc3ccccc3[nH]2)cc1NC(=S)NC(=O)c1ccccc1Br	2	1.5	2	-9.6	46	-10	2	-2	1.0
CS(=O)(=O)Nc1ccc(C(=O)N2CCCCC2)cc1	2	-1.4	-1	-1.1	3	-9	2	-1	0.2
Cc1ccc(NC(=O)c2ccc(S(=O)(=O)N3CCC(C)CC3)cc2)cc1	26	-1.1	0	-3.2	64	-6	4	-3	0.6
CC1CCCCN1Cc1c(C#N)c2ccccc2n1C (configuration not stated)	27	0.2	-1	1.4	53	-5	4	3	0.5
NC(=O)C1=CN(Cc2ccc(Cl)cc2)CCC1C(F)(F)F (configuration not stated)	-7	0.4	1	2.5	1	-8	2	-3	0.3
COc1cccc(NC(=O)c2cc([N+](=O)[O-])ccc2NC(=O)CNCC2CCCO2)c1 (configuration not stated)	-2	0.7	4	-1.9	-1	-2	9	4	-0.1
CN(CCc1ccccn1)C(=O)CCC1CCCN(C(=O)CN2CCCCCC2)C1 (configuration not stated)	-8	1.1	0	-0.8	9	-8	1	-1	0.5
COc1cc(NC(=O)C2=C(N3CCOCC3)/C(=C\c3ccc(Cl)cc3Cl)CC2)cc(OC)c1OC	15	0.0	5	1.0	21	1	7	0	0.1
COc1ccc(C(=O)n2cnc(N)n2)cc1	-8	0.6	-3	-1.9	27	-3	3	-2	0.9
CC(c1ccco1)N(C(=O)c1ccc(Cl)s1)c1ccccn1 (configuration not stated)	26	0.5	-1	-1.4	.	-2	-1	0	0.1
Cc1ccc(NC(=O)Cn2nc(C)c([N+](=O)[O-])c2C)cc1Cl	13	-0.4	-2	1.0	36	-1	0	-1	0.3
Cc1ncc(S(=O)(=O)c2ccccc2)c(-c2ccccc2)n1	-10	0.0	-1	0.1	0	-5	7	1	0.5

An excerpt from above in order of count of non-hydrogen atoms, largest number first.
SMILES	PPC-1+TRAIL kill	zfTRPN1 agonist	Wee1 stabilizer	TNF necrop inh	CHOP inh	RBBP9 inh	BaF3 parental	Ba/F3 V617F tox	TRPML3 agonist
COc1cc(NC(=O)C2=C(N3CCOCC3)/C(=C\c3ccc(Cl)cc3Cl)CC2)cc(OC)c1OC	15	0.0	5	1.0	21	1	7	0	0.1
COc1cccc(NC(=O)c2cc([N+](=O)[O-])ccc2NC(=O)CNCC2CCCO2)c1 (configuration not stated)	-2	0.7	4	-1.9	-1	-2	9	4	-0.1
CN(CCc1ccccn1)C(=O)CCC1CCCN(C(=O)CN2CCCCCC2)C1 (configuration not stated)	-8	1.1	0	-0.8	9	-8	1	-1	0.5
Cc1ccc(-c2nc3ccccc3[nH]2)cc1NC(=S)NC(=O)c1ccccc1Br	2	1.5	2	-9.6	46	-10	2	-2	1.0
N#Cc1cc(C#N)c(N2CCN(c3ccccn3)CC2)nc1N	-11	3.0	1	-4.8	-19	-10	9	5	0.9
Cc1ncc(S(=O)(=O)c2ccccc2)c(-c2ccccc2)n1	-10	0.0	-1	0.1	0	-5	7	1	0.5
CCSc1nnc(NC(=O)C2C3CCC(C3)C2C(=O)O)s1 (configuration not stated)	33	1.8	-2	-1.0	-10	-2	9	1	1.2
CC1CCCCN1Cc1c(C#N)c2ccccc2n1C (configuration not stated)	27	0.2	-1	1.4	53	-5	4	3	0.5
CS(=O)(=O)Nc1ccc(C(=O)N2CCCCC2)cc1	2	-1.4	-1	-1.1	3	-9	2	-1	0.2
COc1ccc(C(=O)n2cnc(N)n2)cc1	-8	0.6	-3	-1.9	27	-3	3	-2	0.9
